Compound activity from PubChem BioAssay.
M1 ag parental = counter-screen for M1 agonists: effect in parental CHO-K1 cells; Fluo-8 calcium fluorescence; scaled to maximal ATP response, vehicle zero; activation, % at 3 µM; 360,000 compounds, 0.48% hits; in the data active means activation above about 15%;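 further: untransfected CHO-K1 host cells lacking M1 receptor as counterscreen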
CHO-K1 Ca antag = counter-screen for M1 antagonists: effect in parental CHO-K1 cells | ATP-induced calcium, Fluo-8 fluorescence | inhibition, % at 3 µM | 360,000 compounds, 0.6% hits | AID 602250;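 active means inhibition above a per-plate cutoff, the plate's mean sample inhibition plus 3 SD, cut at about 24% in these data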;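 further: 0% = DMSO plus EC80 ATP and 100% = DMSO alone without ATP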
CHRM1 antagonist = human M1 muscarinic receptor antagonists, primary screen, CHO-K1 cells, Fluo-8 calcium fluorescence, 1536-well. Muscarinic acetylcholine receptor M1 (Homo sapiens), P11229. CHO-K1 hM1, ACh EC80 antagonist. inhibition, % at 3 µM. 360,000 compounds, 1.3% hits;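 active means percent inhibition above its own plate's cutoff, namely the mean of that plate's compound wells plus 3 SD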;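 further: peak over basal fluorescence ratio during 140 s after agonist addition; 0% = ACh EC80 plus DMSO and 100% = DMSO alone without agonist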
Target sequence (P11229 whole entry, looked up): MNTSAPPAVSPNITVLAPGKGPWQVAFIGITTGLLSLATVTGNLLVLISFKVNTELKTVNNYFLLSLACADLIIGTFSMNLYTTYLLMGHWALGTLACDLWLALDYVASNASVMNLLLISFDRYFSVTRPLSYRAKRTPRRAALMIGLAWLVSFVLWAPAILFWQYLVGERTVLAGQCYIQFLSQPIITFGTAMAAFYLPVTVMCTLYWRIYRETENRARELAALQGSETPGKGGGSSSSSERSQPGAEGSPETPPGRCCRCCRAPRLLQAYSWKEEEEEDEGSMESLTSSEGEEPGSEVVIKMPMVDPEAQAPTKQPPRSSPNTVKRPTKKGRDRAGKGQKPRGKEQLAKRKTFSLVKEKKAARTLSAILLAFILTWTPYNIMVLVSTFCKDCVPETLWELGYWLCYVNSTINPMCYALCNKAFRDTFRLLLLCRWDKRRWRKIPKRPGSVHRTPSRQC
TAAR1 antag = human TAAR1 antagonists, primary screen, Fluo-8 calcium fluorescence, CHO RD-HGA16 cells | Trace amine-associated receptor 1 (Homo sapiens), Q96RJ0 | antagonist | inhibition, % at 3 µM | 360,000 compounds, 1.5% hits | AID 624466, 2012;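 active means inhibition above a per-plate cutoff, the mean inhibition of test compounds on that plate plus 3 SD, cut at about 49% in these data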;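 further: 0% = DMSO plus EC80 beta-PEA response and 100% = DMSO alone without agonist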
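Test system: RD-HGA16 CHO cells with stable hTAAR1 and Gα16 / Probe or stimulus: EC80 β-phenethylamine stimulus / Times: seeding 17-24 h prior, 75-min 37 °C, 30-min RT dye loading / Detection: Fluo-8 calcium-sensitive fluorescence / Read-out basis: % inhibition scaled between DMSO and EC80 PEA controls / Repeats: singlicate, one well per test compound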
OXTR potentiator = human OXTR potentiators, primary screen, fluorescence, CHO-OTR cells, Fluo-8 calcium. Oxytocin receptor (Homo sapiens), P30559. Fluo-8 calcium fluorescence, potentiator mode; 0% = oxytocin EC15, 100% = EC100. activation, % at 3 µM. 320,000 compounds, 0.061% hits. AID 2445, 2010;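 active means activation above that plate's cutoff, the mean activation of tested compounds plus 3 SD, cut at about 6.6% in these data, passing the limit was not always enough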;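 further: 100% uses oxytocin at 75 nM as the full agonist control; some results filed as inactive read as strong as hits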
Target sequence (P30559 whole entry, looked up): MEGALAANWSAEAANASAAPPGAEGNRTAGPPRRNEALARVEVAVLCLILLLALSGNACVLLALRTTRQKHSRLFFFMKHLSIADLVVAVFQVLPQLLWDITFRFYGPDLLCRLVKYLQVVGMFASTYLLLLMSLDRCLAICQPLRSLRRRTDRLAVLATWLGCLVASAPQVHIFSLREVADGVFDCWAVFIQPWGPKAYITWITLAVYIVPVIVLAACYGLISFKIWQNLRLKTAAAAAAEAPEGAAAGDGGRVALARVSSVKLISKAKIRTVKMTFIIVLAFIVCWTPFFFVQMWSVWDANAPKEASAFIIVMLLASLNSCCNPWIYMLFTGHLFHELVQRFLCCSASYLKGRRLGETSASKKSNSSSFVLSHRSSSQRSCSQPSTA
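test system = CHO-OTR cells, human receptor | compound = single-point 3.0 µM | schedule = 6 min compound pre-incubation at room temperature, 100 s kinetic read | signal = Fluo-8 no-wash calcium dye fluorescence, excitation 470-495 nm, emission 515-575 nm | repeats = single well per compound, singlicate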
TAAR1 ag = human TAAR1 agonists, primary screen, Fluo-8 calcium fluorescence, CHO RD-HGA16 cells. vehicle wells 0%, saturating PEA agonist 100%. 360,000 compounds, 0.99% hits. activation, % at 3 µM;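 active means activation above the mean activation of all test compounds in the run plus 3 SD, cut at about 38% in these data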
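Signal – calcium-sensitive Fluo-8 signal, excitation 470-495, emission 515-575 nm · System – RD-HGA16 (CHO) cells co-expressing Gα16 and hTAAR1 · Incubation – 17-24 h seeding, 75 min 37 °C dye, 30 min RT · Compound dosing – 3 µM single concentration · Repeats – no replicates (n 1)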
M1 ag = human M1 muscarinic receptor agonists, primary screen, Fluo-8 calcium fluorescence, CHO-K1 cells, HTS | CHO-K1 hM1, agonist mode; 0% DMSO, 100% acetylcholine EC100 | activation, % at 3 µM | 360,000 compounds, 0.33% hits | AID 588814, 2011;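 active means activation above the run's mean compound activation plus 3 SD, cut at about 16% in these data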;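 further: peak over basal fluorescence ratio within a 140 s kinetic read after compound addition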
CHO-K1 Ca PAM = nonselective calcium activators in parental CHO-K1 cells, primary screen, counter-screen for M1 PAM project, cell-based, Fluo-8 calcium fluorescence, full deck, 1536-well; ATP EC20; 0% at ATP EC20, 100% at ATP max; activation, % at 3 µM; 360,000 compounds, 0.02% hits;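 active means activation above the run cutoff, the mean activation of all test compounds plus 3 SD, cut at about 40% in these data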;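 further: peak over basal fluorescence ratio in a 140 s read after ATP addition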
CHO parental Ca = ATP-evoked calcium signal inhibitors, parental CHO, primary screen, counter-screen for OX1R antagonist project, cell-based, fluorescence, Fluo-8 calcium dye. parental CHO-K1, ATP-induced calcium, Fluo-8 fluorescence. inhibition, % at 5.6 µM. 330,000 compounds, 0.63% hits;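 active means inhibition above that plate's mean sample inhibition plus 3 SD, cut at about 26% in these data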;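 further: 0% = ATP-challenged DMSO wells and 100% = DMSO wells without ATP; some compounds past the cut are filed as inactive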
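Assay system: parental CHO cells; Read-out basis: percent inhibition of ATP-evoked calcium rise, normalized to controls; Benchmarks: ATP and no-ATP DMSO wells; Compound dosing: single nominal dose of 5.6 µM per compound; Signal: Fluo-8 calcium dye fluorescence; Also added: ATP as calcium-mobilizing challenge; Repeats: singlicate.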
Starred values were filed as active, the others as inactive; / = no result given.

cpd	Structure	M1 ag parental	CHO-K1 Ca antag	CHRM1 antagonist	TAAR1 antag	OXTR potentiator	TAAR1 ag	M1 ag	CHO-K1 Ca PAM	CHO parental Ca
1	O=C(Cn1cnc([N+](=O)[O-])n1)NCCc1ccccc1	-0.1	5.0	-2.6	-1.4	-7.5	29.5	-7.8	-4.1	-10.3
2	COc1ccc(NC(=S)NC(=O)/C=C/c2cccs2)cc1	0.1	-4.1	-3.7	10.2	-6.4	-0.1	-9.1	12.3	-14.3
3	O=C(c1ccc(F)cc1)C1CCN(Cc2cn[nH]c2-c2ccc(F)cc2)CC1	3.2	-19.4	-2.2	-30.3	-9.1	11.0	4.2	19.1	-2.5
4	CCCNC(=O)CSc1nc2[nH]ncc2c(=O)[nH]1	0.2	-7.4	-3.8	5.2	3.3	5.6	-4.0	14.6	-8.5
5	COc1ccccc1NC(=O)c1ccc(NC(=O)CSc2n[nH]c(N)n2)cc1	9.1	6.2	-6.1	4.3	-2.6	0.2	-6.3	11.8	-4.5
6	COc1ccc(C(=O)Nc2ccc(Cl)cc2C(=O)NCCN2CCOCC2)cc1	0.1	3.0	-15.1	-2.4	-2.7	3.8	-3.0	5.6	-13.3
7	Nc1ncnc2c1ncn2[C@@H]1O[C@H](CNCC#Cc2ccccc2)[C@@H](O)[C@H]1O	-0.5	-14.9	-1.4	/	-1.5	/	-1.6	11.1	-6.8
8	Cc1ccc(C2OCC3(CO)COC(c4ccc(C)cc4)N23)cc1 (configuration not stated)	1.4	-26.8	-8.9	-22.6	-1.9	10.3	-3.4	33.5	-12.5
9	C[C@H](CO)N1C[C@H](C)[C@@H](CN(C)S(=O)(=O)c2cccs2)Oc2ccc(NC(=O)CCC(F)(F)F)cc2C1=O	-0.1	-7.0	57.1*	7.2	-4.1	0.8	-11.6	9.1	-20.5
10	COc1ccc(-c2oc(=O)n(C)c2-c2ccc(OC)cc2)cc1	-0.1	9.2	-12.8	1.9	-7.8	-0.7	-3.7	3.4	-13.9
11	CCC(=O)N/N=C(\C)CC(=O)Nc1ccccc1-c1ccccc1	-0.3	6.4	-4.7	1.2	-1.5	0.9	-4.6	-3.1	-28.6
12	Cc1ccc(C(=O)NCCSCc2ccccc2)cc1[N+](=O)[O-]	4.8	-13.0	-10.8	-12.8	-9.9	0.7	-5.9	21.3	-3.7
13	COc1cc2c(cc1OC)C(c1ccc(-c3ccc(Cl)cc3Cl)o1)=NCC2	0.2	8.4	-5.8	-7.5	-11.5	5.8	-6.4	0.6	-24.6
14	c1ccc(CSCc2cn3ccsc3n2)cc1	0.5	-11.0	-4.2	8.2	-0.5	1.6	2.0	18.6	-39.8
15	Cc1ccc(S(=O)(=O)NCc2nnc(SCC(=O)Nc3cccc(C)c3C)n2C)cc1	-0.3	-6.5	2.9	-2.6	2.4	1.8	-4.2	3.2	-13.0
16	O=C(c1c[nH]c(C(=O)C(Cl)(Cl)Cl)c1)c1ccc(F)cc1Cl	0.3	-1.8	-0.3	4.6	-17.3	2.4	-5.6	11.4	0.3
17	N#Cc1c(N2CCCCC2)nc(N)c2c(N)nc3c(c12)CC(CCl)O3 (configuration not stated)	0.5	-3.7	-0.6	-7.0	-1.9	-1.1	-7.6	8.8	-4.2
18	CCSc1nnc(-c2ccccc2NC(=O)CC)c(=O)[nH]1	0.8	-6.7	-21.3	-7.5	-8.8	0.9	-2.6	24.1	3.1
19	CCOc1cccc(C2C(C#N)=C(N)Oc3cc(C)n(Cc4ccccn4)c(=O)c32)c1OCC (configuration not stated)	0.0	4.5	-21.9	3.3	-6.8	1.9	-2.8	13.1	-16.0
20	COc1ccccc1N1CC(C(=O)Nc2nnc(SCc3ccccn3)s2)CC1=O (configuration not stated)	0.8	-10.1	8.7	7.7	-1.5	6.0	-4.3	15.1	-11.0

Compound profiles (already shown). Screens in order: M1 ag parental | CHO-K1 Ca antag | CHRM1 antagonist | TAAR1 antag | OXTR potentiator | TAAR1 ag | M1 ag | CHO-K1 Ca PAM | CHO parental Ca
Entry for Cc1ccc(C(=O)NCCSCc2ccccc2)cc1[N+](=O)[O-] : 4.8 | -13.0 | -10.8 | -12.8 | -9.9 | 0.7 | -5.9 | 21.3 | -3.7
Entry for COc1ccccc1N1CC(C(=O)Nc2nnc(SCc3ccccn3)s2)CC1=O (configuration not stated) : 0.8 | -10.1 | 8.7 | 7.7 | -1.5 | 6.0 | -4.3 | 15.1 | -11.0

More compounds.
cpd	Structure	M1 ag parental	CHO-K1 Ca antag	CHRM1 antagonist	TAAR1 antag	OXTR potentiator	TAAR1 ag	M1 ag	CHO-K1 Ca PAM	CHO parental Ca
21	CSc1nccc(Nc2ccccc2)c1C#N	0.4	-2.8	-24.0	-3.8	2.7	18.6	-4.2	14.6	1.8
22	COc1ccccc1NC(=O)NNC(=O)c1ccc2ccccc2c1	1.2	1.6	-1.5	-12.7	/	4.2	-2.1	-5.1	/
23	CCOc1ccc(CCNC(=O)Cn2cccc2C(=O)c2ccccc2C)cc1OCC	-0.3	7.2	10.7	-2.5	2.5	-2.8	-6.9	9.0	-24.1
24	CNC[C@@H]1Oc2c(NS(C)(=O)=O)cccc2C(=O)N([C@@H](C)CO)C[C@H]1C	0.8	-7.5	5.2	-9.2	-0.5	3.1	-2.2	8.1	3.6
25	COC(=O)c1ccc(C)c(NC(=O)CN2C(=O)c3ccccc3S2(=O)=O)c1	0.1	10.7	-5.3	-8.4	-8.0	8.3	-2.9	-9.2	-15.4
26	CCN(CC)S(=O)(=O)c1cccc(-c2nnc(SCC(=O)NC3CCCC3)n2N)c1	0.5	4.9	2.4	-13.1	-4.1	15.3	-6.6	-7.2	-9.6
27	Cc1nc(NC(=O)C23CCC(C)(C(=O)O2)C3(C)C)sc1C (configuration not stated)	0.3	-4.8	-0.5	5.8	-7.0	12.2	-2.6	9.0	-20.1
28	O=C(Nc1ccc2c(c1)OCCO2)c1cccc(S(=O)(=O)N2CCOCC2)c1	0.3	-2.3	-6.2	18.9	-5.9	7.7	-6.4	5.7	-17.9
29	CC(=O)Nc1nnc(SCc2ccccc2F)s1	0.9	3.6	-10.4	-1.9	-6.6	5.0	-2.2	17.1	0.3
30	Cc1cccc(OCc2nc(C)cc(=O)[nH]2)c1	0.5	-7.6	-5.6	6.5	/	7.9	-3.1	18.2	/
31	Cc1n[nH]c(C)c1S(=O)(=O)N1CCCC(C(=O)NCc2ccccc2Cl)C1 (configuration not stated)	1.8	-2.0	7.1	12.5	-1.7	1.2	-4.8	14.8	-12.5
32	CC1(C(=O)NS(=O)(=O)c2ccccc2C(F)(F)F)CCN1C(=O)CC1CCCC1 (configuration not stated)	7.9	10.8	-5.6	-14.7	/	3.6	-0.3	2.0	/
33	CC1(C)C(=O)Nc2ccccc2N1C(=O)c1ccc([N+](=O)[O-])cc1	0.3	0.7	-4.7	3.1	-7.3	1.5	-8.2	-12.1	-10.9
34	C=CCNC(=O)C12CC3(C)CC(C)(CC(C)(C3)C1)C2	1.1	-10.3	-23.2	/	-4.0	/	-2.4	17.2	-8.3
35	COc1ccc(C(=O)Nc2ccc(O)c3ccccc23)cc1OC	0.6	-1.5	-5.4	13.5	1.6	3.9	0.0	-19.3	-6.4
36	Cc1ccc(C(=O)CC2(O)C(=O)Nc3ccccc32)s1 (configuration not stated)	0.7	-8.6	-6.9	-5.2	-7.4	0.8	-4.0	15.9	3.4
37	CCN(C(=O)COC(=O)C1=COCCO1)c1c(N)n(Cc2ccccc2)c(=O)[nH]c1=O	1.1	-6.1	-11.8	-26.6	/	0.4	-1.4	19.6	/
38	O=C(CSc1nc2ccccc2c(=O)n1CC1CCCCC1)N1CCOCC1	1.2	-13.2	-10.2	2.8	0.8	16.4	-3.1	11.1	-8.5
39	O=C(Cn1c(NCCO)nc2ccccc21)NCC1CCCO1 (configuration not stated)	0.8	-16.0	-12.1	-5.4	-9.6	2.3	-1.4	16.7	7.1
40	CN(C(=O)CSc1nc2ccc([N+](=O)[O-])cc2s1)C1CCS(=O)(=O)C1 (configuration not stated)	2.3	4.8	-0.4	3.0	-2.4	5.1	-2.9	-9.3	-8.4
41	O=C(c1ccccc1)N1CC(COc2ccccc2)OC(c2ccco2)O1 (configuration not stated)	1.9	-0.1	-15.0	0.8	-9.0	12.8	-1.3	15.5	-1.9
42	C[C@H](CO)N1C[C@H](C)[C@H](CN(C)S(=O)(=O)c2ccccc2F)OCc2cnnn2CCCC1=O	0.5	-0.4	4.0	-6.7	/	6.5	-7.0	2.4	/
43	Cc1ccc2c(c1)/C(=N/OS(=O)(=O)c1ccccc1)CCS2	0.2	-10.5	-0.2	18.4	1.2	-1.1	-3.3	18.8	-9.5
44	COc1ccc(CNC(=S)Nc2ccc3nc(N4CCOCC4)cc(C)c3c2)cc1	2.7	-7.9	-0.5	-18.1	-13.4	2.1	-9.0	30.9	-6.6
45	Cc1cc(C)c(N2C(=O)C3C4CC(=O)C(c5ccccc54)C3C2=O)c(C)c1 (configuration not stated)	-0.3	8.3	-9.6	-17.9	-1.8	-1.1	-3.4	-26.5	-11.3
46	COC(=O)c1c(C)[nH]c(C(=O)CN2CCOCC2)c1C	1.1	-1.9	1.1	-10.5	-1.7	7.8	-2.9	18.6	-13.9
47	Cc1cc(C(=O)OCC(=O)NCCc2ccccc2)c(C)o1	0.3	-13.4	-13.4	-10.9	-3.7	-4.2	-2.2	17.7	-15.2
48	COc1ccc(C2/C=C\CN(S(=O)(=O)c3ccc(C)cc3)CC(=O)N2Cc2ccc(F)cc2)cc1 (configuration not stated)	0.0	-9.1	6.7	-10.6	-8.5	0.2	-8.0	3.9	-21.8
49	Fc1ccc2c(c1)C(c1ccncc1)=NNC(c1ccc(Cl)cc1)=N2	-0.2	-0.2	-11.3	-2.0	3.1	4.6	-4.3	8.1	-21.4
50	COc1ccc(N2C(=O)CSC2c2ccccc2F)c(OC)c1 (configuration not stated)	0.2	-10.1	-3.0	-18.3	-4.6	-1.4	-9.1	1.3	-16.6
51	Cc1ccc(S(=O)(=O)N[C@H](C(=O)N2CCC(C(=O)N3CCC[C@H]3C(=O)O)CC2)C(C)C)cc1	-0.3	-18.4	-10.2	-5.9	/	1.8	-3.6	22.7	/
